Bioassay records (PubChem BioAssay)
MmCpn inh – Inhibitors of TCP-1 ring complex (TRiC) of Methanococcus maripaludis (MmCpn): qHTS | purified Mm-Cpn ATPase, ADP Transcreener TR-FRET | Potency, µM (top dose mostly 76.9 µM), without a hit: at the highest dose activity, negative = inhibition, actives largely listed as inhibitors | Chaperonin Mm-Cpn (Methanococcus maripaludis) | actives 0.031% (n = 330,000); note: potency is the fitted concentration of half-maximal effect; % is set by controls: 0 for no effect and ±100 for the full control effect; nearly all actives have a fitted effect of over 80% in size
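Purified archaeal chaperonin (25 nM final) was preincubated with compound for 10 min at 37°C, then ATP (10 uM final) was added for 30 min at 37°C in Tris pH 7.4/KCl/MgCl2/DTT buffer. ADP was quantified by HTRF Transcreener TR-FRET.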
PI5P4K alpha inh – qHTS for Inhibitors of phosphatidylinositol 5-phosphate 4-kinase (PI5P4K); AID 652105, 2013; max response, %; actives 1.2% (n = 330,000); PI5P4Kalpha enzyme, ADP-Glo luminescence, 60 min; hits give low values; active = max response of -50% or lower; inconclusive = between -30% and -50%; inactive = -30% or higher; note: value at the top dose of about 77 µM; % is set by controls: 0 for no effect and ±100 for the full control effect
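Controls without substrate or without enzyme flank wells where PI5P4Kalpha converts substrate using 5 microM ATP (final). Incubation lasts 60 minutes at room temperature; ADP formed is read by ADP-Glo luminescence.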
WRN helicase inh – qHTS for Inhibitors of WRN Helicase. Bifunctional 3'-5' exonuclease/ATP-dependent helicase WRN (Homo sapiens), Q14191. WRN helicase unwinding, fluorescent forked duplex, kinetic. Potency, µM (doses to about 114 µM), without a hit: at the highest dose activity change, negative = inhibition, actives largely listed as inhibitors. actives 0.46% (n = 360,000). AID 651768, 2012; note: potency is the fitted concentration of half-maximal effect; % is set by controls: 0 for no effect and ±100 for the full control effect; nearly all actives have a fitted effect of over 55% in size
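Screening of the MLSMR collection measured strand separation of a quenched forked DNA duplex (100 nM) by 20 nM WRN with 2 mM ATP, all final. Compounds were preincubated with enzyme 15 min at room temperature.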
CCT modulator – High-Throughput Screening for Modulators of Cytosolic Chaperonin Activity. purified chaperonin ATPase assay, HTRF ADP detection, 30 min. activity change, % (concentration not given with the values), hits read low. actives 0.3% (n = 360,000). AID 651819, 2012; in the data active = activity change below about -30%; note: % is set by controls: 0 for no effect and ±100 for the full control effect
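Nucleotide hydrolysis assay: TRiC at 20–40 nM final (set by batch activity) with 10 uM ATP, 30 min at 37 °C, in presence of 76 uM compound. Detection by competitive ADP HTRF, 30 min ambient.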
EPAC2 antag – qHTS for Antagonist of cAMP-regulated guanine nucleotide exchange factor 2 (EPAC2): primary screen. Rap guanine nucleotide exchange factor 4 (Homo sapiens), Q8WZA2. EPAC2 GEF exchange of Rap1B-BODIPY-GDP, fluorescence. Potency, µM (top dose mostly 114 µM), without a hit: top-dose activity, negative = inhibition, most hits filed as inhibitors. actives 0.18% (n = 360,000). AID 720708, 2013; note: potency is the fitted concentration of half-maximal effect; % is set by controls: 0 for no effect and ±100 for the full control effect; nearly all actives have a fitted effect of over 45% in size; many of its hits are not listed in these tables
Target sequence (Q8WZA2 whole entry, looked up): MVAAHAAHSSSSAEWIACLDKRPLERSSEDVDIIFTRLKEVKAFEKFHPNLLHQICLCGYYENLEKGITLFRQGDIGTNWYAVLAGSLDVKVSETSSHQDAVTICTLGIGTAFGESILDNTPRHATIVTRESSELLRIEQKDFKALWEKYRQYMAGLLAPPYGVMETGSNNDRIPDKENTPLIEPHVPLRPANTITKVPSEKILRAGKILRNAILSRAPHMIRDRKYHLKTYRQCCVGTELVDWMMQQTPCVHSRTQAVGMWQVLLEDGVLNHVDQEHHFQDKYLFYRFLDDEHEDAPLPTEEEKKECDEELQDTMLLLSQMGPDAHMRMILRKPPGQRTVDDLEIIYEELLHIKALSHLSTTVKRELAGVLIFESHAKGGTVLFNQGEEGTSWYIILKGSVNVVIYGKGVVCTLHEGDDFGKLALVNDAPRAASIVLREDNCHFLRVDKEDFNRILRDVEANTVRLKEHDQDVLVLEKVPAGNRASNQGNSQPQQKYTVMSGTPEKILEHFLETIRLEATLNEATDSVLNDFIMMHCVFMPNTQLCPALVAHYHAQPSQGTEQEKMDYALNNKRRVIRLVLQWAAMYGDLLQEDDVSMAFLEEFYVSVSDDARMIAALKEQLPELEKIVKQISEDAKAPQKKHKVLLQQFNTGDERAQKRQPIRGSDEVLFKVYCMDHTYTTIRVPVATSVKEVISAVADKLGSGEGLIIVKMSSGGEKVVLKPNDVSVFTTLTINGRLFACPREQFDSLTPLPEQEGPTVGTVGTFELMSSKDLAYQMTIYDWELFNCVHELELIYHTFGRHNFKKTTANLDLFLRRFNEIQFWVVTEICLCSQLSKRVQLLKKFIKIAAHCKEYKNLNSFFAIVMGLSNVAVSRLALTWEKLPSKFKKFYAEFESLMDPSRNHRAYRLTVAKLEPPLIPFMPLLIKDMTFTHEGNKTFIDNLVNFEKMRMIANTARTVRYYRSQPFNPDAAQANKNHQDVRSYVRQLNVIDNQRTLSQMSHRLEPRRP
EPAC1 agonist – qHTS for Agonist of cAMP-regulated guanine nucleotide exchange factor 3 (EPAC1): primary screen; Potency, µM (top dose mostly 154 µM), for the others: top-dose activation, usual class: activators; EPAC1 agonist qHTS, biochemical assay; response scale: 100% = response to 6.5 mM cAMP; Rap guanine nucleotide exchange factor 3 (Homo sapiens), O95398; actives 0.073% (n = 360,000); note: potency is the fitted concentration of half-maximal effect; nearly all actives have a fitted effect of over 60% in size
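Multi-concentration qHTS readout: loss of Rap1B-bound BODIPY-GDP fluorescence driven by 100 nM EPAC1 with excess GDP (50 uM), monitored kinetically at room temperature; agonist response expressed relative to 6.5 mM cAMP.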
EPAC1 antagonist – qHTS for Antagonist of cAMP-regulated guanine nucleotide exchange factor 3 (EPAC1): primary screen | Potency, µM (top dose mostly 115 µM), inactives show at the highest dose activity change, negative = inhibition, usual class: inhibitors | actives 0.14% (n = 360,000) | Rap guanine nucleotide exchange factor 3 (Homo sapiens), O95398 | EPAC1 GEF assay, Rap1b-BODIPY-GDP exchange fluorescence;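 note: potency is the fitted concentration of half-maximal effect; plate controls were vehicle for no effect and positive control for full effect; nearly all actives have a fitted effect of over 50% in size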
PLK1 PBD block – qHTS for Inhibitors of PLK1-PDB (polo-like kinase 1 - polo-box domain): Primary Screen | Serine/threonine-protein kinase PLK1 (Homo sapiens), P53350 | Plk1 PBD binding of FITC phosphopeptide, fluorescence polarization | Potency, µM, for the others: max response, negative = inhibition, hits mostly inhibitors | actives 2.8% (n = 360,000) | AID 720504, 2013; note: potency is the fitted concentration of half-maximal effect; series mostly up to about 57 µM; % is set by controls: 0 for no effect and ±100 for the full control effect; nearly all actives have a fitted effect of over 65% in size
* marks the source's active call; other numbers are inactive results; ? = inconclusive; nt = not tested or not shown; [ ] = another dose, or the depositor's remark. Unless noted, calls come from the whole dose curve; as a rule, active = well fitted curve in the direction sought with a large enough effect; inconclusive = small, poorly fitted or top-dose-only effect, or another doubt; inactive = no such curve, though single readings can be large; an effect the other way counts as inactive or inconclusive.

Below each SMILES: MmCpn inh | PI5P4K alpha inh | WRN helicase inh | CCT modulator | EPAC2 antag | EPAC1 agonist | EPAC1 antagonist | PLK1 PBD block
CCOc1ccccc1NC(=O)c1ccoc1C
  -1% | 0 | 2% | -1.1 | 4% | -2% | -3% | -1%
CCNC(=O)NC(=O)C(C)OC(=O)c1cc(S(=O)(=O)N2CCCCCC2)ccc1OC (configuration not stated)
  -1% | 1 | 10% | 0.1 | -1% | -10% | -2% | 0%
Cc1cc2c(cc3c(=O)n(CC(=O)NCCCN4CC(C)CC(C)C4)ncn32)s1 (configuration not stated)
  3% | 1 | -2% | -2.5 | 4% | 8% | 0% | -2%
COc1ccc(S(N)(=O)=O)cc1C(=O)NCC(C)(C)N1CCOCC1
  0% | -6 | 13% | -1.1 | 1% | 12% | -16% | -9%
CCOc1ccc(CCNC(=O)COC(=O)c2oc3ccccc3c2COC)cc1OCC
  2% | -2 | -1% | -0.9 | -6% | 2% | 0% | -2%
O=C(Oc1ccc(Br)cc1C(=S)N1CCOCC1)c1cccc([N+](=O)[O-])c1
  2% | -9 | -6% | 1.0 | 2% | 7% | -10% | 12µM*
O=C(CSc1ncc(-c2ccc(F)cc2)[nH]1)Nc1cccc(O)c1
  -1% | nt | -11% | -0.8 | -2% | -1% | 0% | -4%
CCCC(=O)Nc1ccc2c(c1)nc(CCN1CCC(C)CC1)n2C
  nt | 1 | 2% | 0.7 | 3% | 2% | 14% | 7%
CC(C)CC(NC(=O)C1CCCN1C(=O)[C@@H](C)NC(=O)OCc1ccccc1)C(=O)NCC(N)=O (some centres not stated)
  -2% | 2 | -7% | 3.2 | 2% | 2% | 4% | -8%
O=c1[nH]nnc2c1cnn2-c1ccccc1
  nt | -3 | -14% | -2.6 | 0% | 10% | 2% | -5%
Cc1cc(NS(=O)(=O)c2ccc(NC(=O)COc3ccc(Cl)cc3Cl)cc2)no1
  -1% | 3 | -24% | 1.1 | -8% | -4% | 1% | -4%
CC(C)Oc1ccccc1-c1nc(SCC(=O)O)n[nH]1
  -1% | 2 | 4% | 0.3 | -12% | 4% | -25% | -7%
COc1ccccc1NS(=O)(=O)c1cc(NC(=O)C2=NNC(=O)CC2)ccc1C
  1% | 0 | -7% | 0.7 | -4% | 4% | ? | -14%
COc1cc2c(=O)n(CCC(=O)NCC3CCCO3)c(=O)n(CC(=O)Nc3ccc(C)c(C)c3)c2cc1OC (configuration not stated)
  -3% | -7 | 8% | -1.8 | 2% | -7% | 15% | 0%
CC1C(=O)N2CCCc3cc(NC(=O)C4CCCCC4)cc1c32 (configuration not stated)
  -1% | -1 | 8% | -2.2 | 18% | 7% | -2% | -2%
CS(=O)(=O)CCC(C(=O)OCC(=O)c1ccc(Cl)cc1)N1C(=O)c2ccccc2C1=O (configuration not stated)
  -2% | 3 | -8% | -0.2 | -5% | 6% | -5% | -5%
Oc1ccccc1/C=N/n1cnnc1
  -5% | 3 | 0% | -0.3 | 2% | 4% | -4% | 2%
CC(=O)Nc1ccc(S(=O)(=O)N(Cc2cccnc2)Cc2cc3ccc(C)cc3[nH]c2=O)cc1
  -2% | -3 | 0% | 2.7 | -5% | 10% | -5% | 0%
Cc1ccsc1C1C(C#N)=C(N)OC2=C1C(=O)CCC2 (configuration not stated)
  0% | -9 | 3% | -1.1 | 2% | -6% | -16% | ?
COCCCN1C(=O)C(CC(=O)NCC2CCCCC2)CC(C(=O)N(C(C)C)C(C)C)=C1C (configuration not stated)
  nt | 1 | -9% | -0.8 | 23% | 3% | 26% | -3%
O=C(COc1ccc(C(=O)c2ccc(F)cc2)cc1)NCc1ccc(F)cc1
  -2% | 1 | 5% | -1.0 | 5% | -11% | -20% | -3%
N#Cc1nc(-c2ccc(F)cc2)oc1NCc1ccco1
  -1% | -3 | 2% | -4.0 | -3% | -6% | -4% | -3%
NC(=O)c1nsc(C(=O)N(CC(=O)NCc2ccc3c(c2)OCO3)C2CCCCC2)c1N
  1% | -5 | 3% | -0.7 | 5% | 6% | 6% | 2%
COc1ccc(CC(=O)N2CCN=C2SC)cc1OC
  0% | 3 | 1% | -2.6 | 1% | -4% | -7% | 0%
Cc1cccc(CNC(=O)CCn2ccc3cc(S(=O)(=O)N4CCCC4)ccc32)c1
  1% | -6 | 4% | 0.7 | -3% | 4% | -3% | 3%
N#Cc1c(N2CCCCC2)nc(N)c2c(N)nc3c(c12)CC(CCl)O3 (configuration not stated)
  2% | -9 | 3% | -2.9 | 2% | 3% | 18% | 7%
COc1ccc(Cl)c(Cn2c(NCc3ccco3)nc3c2c(=O)n(C)c(=O)n3C)c1
  0% | ? | ? | 1.0 | -1% | 0% | -17% | -2%
Cc1ccc(N2CCN(S(=O)(=O)c3cccs3)CC2C)cc1 (configuration not stated)
  1% | 7 | -8% | 0.1 | -8% | 13% | -11% | -9%
C=CCOc1ccc(CNCCc2ccc(S(N)(=O)=O)cc2)cc1
  3% | -5 | 7% | 1.1 | -1% | 6% | -4% | -15%
CCc1ccc(NC(=O)C2CCCN(S(=O)(=O)c3cnc[nH]3)C2)cc1 (configuration not stated)
  -3% | -3 | -3% | -74* | 1% | -9% | -11% | 4%

An excerpt from above in order of their number in EPAC1 agonist, largest number first.
Below each SMILES: MmCpn inh | PI5P4K alpha inh | WRN helicase inh | CCT modulator | EPAC2 antag | EPAC1 agonist | EPAC1 antagonist | PLK1 PBD block
O=C(Oc1ccc(Br)cc1C(=S)N1CCOCC1)c1cccc([N+](=O)[O-])c1
  2% | -9 | -6% | 1.0 | 2% | 7% | -10% | 12µM*
CCCC(=O)Nc1ccc2c(c1)nc(CCN1CCC(C)CC1)n2C
  nt | 1 | 2% | 0.7 | 3% | 2% | 14% | 7%
CCc1ccc(NC(=O)C2CCCN(S(=O)(=O)c3cnc[nH]3)C2)cc1 (configuration not stated)
  -3% | -3 | -3% | -74* | 1% | -9% | -11% | 4%

Single values from the results shown:
Cc1ccc(N2CCN(S(=O)(=O)c3cccs3)CC2C)cc1 (configuration not stated) in CCT modulator → 0.1
O=c1[nH]nnc2c1cnn2-c1ccccc1 in EPAC1 agonist → 10%
CCc1ccc(NC(=O)C2CCCN(S(=O)(=O)c3cnc[nH]3)C2)cc1 (configuration not stated) in CCT modulator → -74*
CS(=O)(=O)CCC(C(=O)OCC(=O)c1ccc(Cl)cc1)N1C(=O)c2ccccc2C1=O (configuration not stated) in PI5P4K alpha inh → 3

Next section
Below each SMILES: MmCpn inh | PI5P4K alpha inh | WRN helicase inh | CCT modulator | EPAC2 antag | EPAC1 agonist | EPAC1 antagonist | PLK1 PBD block
COC(=O)c1ccc(NC(=O)c2cccc(N3C(=O)CCC3=O)c2)cc1
  1% | -5 | 2% | 1.2 | 6% | 2% | 21% | -8%
O=C(COC(=O)c1ccc(Cl)nc1)NCCC1=CCCCC1
  -1% | -9 | -6% | -0.1 | 3% | -4% | -8% | -22%
N#CCCN(C(=O)CO/N=C/c1cccc([N+](=O)[O-])c1)c1ccccc1
  1% | -1 | -2% | -0.6 | 0% | 9% | -3% | -10%
CN1OC[C@@H]2CN(C(=O)Nc3ccccc3)[C@H](c3ccc(N4CCCCC4)cc3)C[C@@H]21
  nt | 1 | 13% | 0.8 | 7% | -6% | -1% | 1%
COc1cc(/C=N/N2CCOCC2)ccc1OC(=O)c1ccco1
  -14% | 12 | 7% | -3.9 | -1% | -4% | -27% | -5%
O=C(CC(c1ccccc1)c1ccccc1O)NCc1ccccc1 (configuration not stated)
  -5% | 3 | 7% | 1.5 | -4% | 7% | -13% | -1%
Cc1ccc2cc3c(N)c4c(C)ccc(C)c4nc3nc2c1
  -6% | -4 | -23% | -4.4 | 4%[57.1 µM] | 3% | -7% | ?
CN(C)Cc1ccccc1Cc1ccccc1
  1% | -4 | 8% | -2.2 | 0% | -1% | -10% | -10%
CCOC(=O)c1cccc(OC(=O)CCNC(=O)c2ccc(Cl)cc2)c1
  0% | 3 | -29% | 0.6 | -6% | 4% | 5% | -11%
CCOC(=O)c1csc(NC(=O)Nc2cccc(Cl)c2)n1
  -3% | -7 | -23% | -4.4 | 6% | 10% | 6% | -12%
Cc1ccc2nc(SCC(=O)Nc3cc(C(F)(F)F)ccc3N3CCOCC3)[nH]c2c1
  -1% | -1 | 7% | -5.7 | -4% | -1% | 0% | -5%
CCOC(=O)C1CCN(C(=O)c2cccnc2Oc2ccccc2)CC1
  2% | 1 | 0% | 2.1 | 0% | 6% | 18% | -4%
O=S(=O)(NCc1csc(-c2ccccc2)n1)c1ccc(Cl)s1
  -5% | -1 | -4% | -2.5 | -13% | 7% | -25% | -13%
Cc1cc(C(=O)NCc2ccc(S(N)(=O)=O)cc2)ccc1[N+](=O)[O-]
  -1% | 6 | -11% | -1.9 | 7% | -11% | -2% | -9%
COc1cc(OC)cc(C(=O)Nc2nnc(NC(=S)Nc3ccccc3)s2)c1
  -1% | -55* | ? | -1.1 | -18% | 4% | -17% | -28%
O=C(CCc1nc2ccccc2[nH]1)NC1CCCCC1
  -2% | 3 | 2% | -2.5 | -2% | -1% | -5% | -9%
CCCCSc1nc2c(c(=O)[nH]c(=O)n2C)n1CCc1ccccc1
  -2% | -4 | 0% | -3.9 | 5% | 16% | -11% | -10%
C=C(C)CN(CC)C(=O)Cn1cnc2c(oc3ccccc32)c1=O
  0% | 1 | -14% | 1.9 | 12% | -3% | 0% | -6%

Part of the list above, reformatted:
Compound	MmCpn inh	PI5P4K alpha inh	WRN helicase inh	CCT modulator	EPAC2 antag	EPAC1 agonist	EPAC1 antagonist	PLK1 PBD block
COc1cc(/C=N/N2CCOCC2)ccc1OC(=O)c1ccco1	-14%	12	7%	-3.9	-1%	-4%	-27%	-5%
O=C(CC(c1ccccc1)c1ccccc1O)NCc1ccccc1 (configuration not stated)	-5%	3	7%	1.5	-4%	7%	-13%	-1%
Cc1ccc2cc3c(N)c4c(C)ccc(C)c4nc3nc2c1	-6%	-4	-23%	-4.4	4%[57.1 µM]	3%	-7%	?
CN(C)Cc1ccccc1Cc1ccccc1	1%	-4	8%	-2.2	0%	-1%	-10%	-10%

Only part of the results is shown, so the mix of outcomes need not match the whole.
